Compound activity: PubChem BioAssay, Southern Research Specialized Biocontainment Screening Center
tuberculosis growth: growth inhibition of non-replicating M. tuberculosis (AID 488890); Mycobacterium tuberculosis non-replicating, growth inhibition; higher % means a stronger effect; 0.39% of 320,000 active; one-dose inhibition, % at 25 µM; IC50 in µM for titrated hits; in the data active = a potency from the dose series; inconclusive = inhibition mostly from about 82% at the one dose, without a potency; inactive = the rest, 99 in 100 with inhibition below about 76%;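 also: plate controls were DMSO cells for no effect and high antibiotic wells for full effect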
H1N1 NS1A inhibition: H1N1 influenza NS1A inhibitors, functional cell based assay (AID 504329); NS1A functional cell-based assay, percent inhibition; higher % means a stronger effect; inhibition, % at 12.5 µM, or IC50 in µM where a hit was titrated; 0.3% of 340,000 active; in the data active = a potency from the dose series; inconclusive = inhibition above about 27% without an active follow-up result; also: strong numbers were not always called active
VEEV TC-83 Vero: inhibitors of VEEV TC-83 cytopathic effect, confirmation, Vero cells (AID 588727). Vero cells, VEEV TC-83 cytopathic effect inhibition; higher % means a stronger effect. one-dose inhibition, % at 20 µM; IC50 in µM for titrated hits. 0.13% of 350,000 active; in the data active = a potency from the dose series; inconclusive = inhibition mostly from about 14% at the one dose, without a potency; inactive = the rest, 99 in 100 with inhibition below about 12%; also: strong numbers were not always called active
PhoP GFP inhibition: PhoP regulon inhibitors, Salmonella typhi PhoP promoter GFP reporter, confirmatory (AID 1850) | Salmonella Typhi PhoP-promoter GFP reporter, fluorescence, 4 h; higher % means a stronger effect | one-dose inhibition, % at 50 µM; IC50 in µM for titrated hits | 0.33% of 310,000 active; in the data active = a potency from the dose series; inconclusive = inhibition mostly from about 25% at the one dose, without a potency; inactive = the rest, 99 in 100 with inhibition below about 19%;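 also: 0% = induced wells with vehicle and 100% = uninduced wells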
M. tuberculosis HTS: M. tuberculosis growth inhibition, HTS (AID 449762). M. tuberculosis H37Rv growth inhibition, 7H9 media; higher % means a stronger effect. one-dose inhibition, % at 25 µM; IC50 in µM for titrated hits. 0.59% of 330,000 active; in the data active = a potency from the dose series; inconclusive = inhibition above about 70% without an active follow-up result;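 also: bacterial growth assessed after seven days of incubation; strong numbers were not always called active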
VEEV TC-83 Vero 10K pilot screen: further read-out of VEEV TC-83 Vero, marked with its call; inhibition, %; measured here: 10K pilot screen inhibition
* marks the source's active call; other numbers are inactive results; i = inactive; ? = inconclusive; · = no result given.

SMILES	tuberculosis growth	H1N1 NS1A inhibition	VEEV TC-83 Vero	PhoP GFP inhibition	M. tuberculosis HTS	others
COc1ccc(NC(=O)CN2CCCN(S(=O)(=O)c3ccc(F)cc3)CC2)cc1	13%	-2%	i	4%	-3%
Nc1nc(CN2CCN(c3ccccc3F)CC2)nc(Nc2ccc3c(c2)OCCO3)n1	54%	-19%	1.7%	4%	?
CCC1=C(OC(=O)N(CC)CC)N2C(=O)OC(=NCC3CC3)[C@]2(Cc2ccccc2)[C@H]2C1=CC[C@H]1C(=O)NC(=O)[C@H]12	6%	2%	1.3%	2%	-13%
Cc1ccnc2nc(C(=O)OCC(=O)Nc3ccc4c(c3)OC(F)(F)O4)nn12	-2%	-10%	i	3%	0%
Cc1ccc(-c2nc3cccnc3o2)cc1NC(=O)COc1ccc(C(C)(C)C)cc1	79%	7%	4.5%	-2%	?
CCOc1ccc2nc(-c3cc(NC(C)=O)ccc3O)sc2c1	2%	3%	0.1%	3%	6%
CCOc1ccc(-c2noc(-c3cccnc3)n2)cc1OCC	12%	·	6.7%	5%	?
O=C1CN(C(=O)COC(=O)c2cnc(Cl)c(Cl)c2)c2ccccc2N1	32%	-1%	1.7%	12%	2%
CSc1cc(C)nc(NC(C)=O)n1	4%	8%	0.7%	0%	7%
CCOc1ccc(C(=O)NCC(=O)Nc2ccc3c(c2)OCO3)cc1OCC	·	-2%	9.9%	·	·
CCN(c1ccccc1)S(=O)(=O)c1ccc2c(c1)OCCO2	16%	-9%	2.9%	·	4%
CCc1ccc(N(CC(=O)NCc2ccco2)C(=O)CCC(=O)Nc2nccs2)cc1	-3%	-1%	0.5%	3%	10%
O=C(CSc1nnc2ccc(-c3cccnc3)nn12)Nc1ccccc1	-15%	-8%	6.0%	-2%	-4%
CC1CCC(NS(=O)(=O)c2ccc(Cl)nc2)CC1 (stereo not given)	10%	7%	1.6%	0%	0%
Cc1nn(C)c(C)c1CN(C)C(=O)CCCC(=O)O	-7%	-2%	0.9%	4%	-4%

The final 2 compounds of the section above come first, to join the parts:
SMILES	tuberculosis growth	H1N1 NS1A inhibition	VEEV TC-83 Vero	PhoP GFP inhibition	M. tuberculosis HTS	others
CC1CCC(NS(=O)(=O)c2ccc(Cl)nc2)CC1 (stereo not given)	10%	7%	1.6%	0%	0%
Cc1nn(C)c(C)c1CN(C)C(=O)CCCC(=O)O	-7%	-2%	0.9%	4%	-4%
Cc1ccc(Cn2cc(-c3ccccc3)nn2)cc1	77%	-9%	i	11%	3%
O=C1NC(=S)S/C1=C/c1ccc(N2CCOCC2)o1	-11%	19%	i	-8%	3%
O=C(NCCCCc1ccccc1)c1ccccc1Br	8%	·	3.0%	11%	20%
CC(C)Cn1nc(NS(=O)(=O)c2cccc3nonc23)c2cc3ccccc3nc21	-1%	11%	7.9%	0%	2%
O=C1CCC([N+](=O)[O-])C(C2CC=CCC2)N1 (stereo not given)	0%	-4%	0.3%	4%	-4%
Cc1ccc(CO/N=C/C2=C(Cl)c3ccccc3CC2)cc1	-2%	-9%	i	13%	10%
O=C(CN1CCC(NC(=O)C2CC2)CC1)Nc1cccc(F)c1	-14%	10%	2.6%	0%	-6%
CC1CCC(n2c(=S)[nH]c3ccccc3c2=O)CC1 (stereo not given)	19%	-6%	1.6%	-2%	11%
Cc1ccc(NC(=O)CS(=O)CC(=O)N(C2CCCC2)C(C)C(=O)NC2CCCCC2)cc1 (stereo not given)	16%	-3%	5.3%	9%	-10%
CCC(=O)NC1(C(F)(F)F)C(=O)NC(C)=C1C#N (stereo not given)	-6%	-3%	1.6%	12%	-19%
CCOC(=O)N1C2=NC(C(=O)OC)=C(C(=O)OC)[C@@H]3N(Cc4ccccc4)c4ccccc4[C@]23C[C@H]1C(=O)OC	7%	·	·	0%	-1%
CN(C)C(CNC(=O)C1CCN(S(=O)(=O)c2cccc(C(F)(F)F)c2)CC1)c1ccccc1 (stereo not given)	-4%	-2%	i	10%	-8%
Cc1cccc(Cn2nc(C(C)(C)C)cc2C(=O)N2CCOCC2)c1	1%	-21%	i	-3%	6%
CN(C)S(=O)(=O)c1ccc(NC(=O)CCNC(=O)c2ccco2)cc1	-19%	6%	i	1%	-4%
COc1ccc(C(=O)CSc2nnc3ccccn23)cc1OC	-18%	-7%	i	-13%	0%
c1ccc2c(c1)CC1(CCCCC1)n1nnnc1-2	12%	-3%	i	-8%	-6%
COc1ccc(OCCN2CCN(C(=O)c3ccc(OC)cc3)CC2)cc1	18%	2%	4.2%	-17%	11%
CCc1nnc(NC(=O)CCC(=O)N2CCN(c3ccccn3)CC2)s1	3%	-4%	i	-4%	-3%
O=C(NN=C1CCCCC1)c1cc(-c2ccccc2)n[nH]1	5%	-9%	4.0%	-8%	-18%
Cc1ccc(S(=O)(=O)N2CCN(C(=O)CC(C)(C)C)CC2)cc1	-2%	0%	2.6%	5%	-6%
O=C(C1=C(O)C(=O)N(CCN2CCOCC2)C1c1cccc(Br)c1)c1cc2ccccc2o1 (stereo not given)	24%	-1%	0.3%	7%	2%
C[C@H]1COC(=O)[C@H](Cc2ccc(F)cc2)C/C=C\C[C@@H](CC(=O)NCCO)C(=O)N1	-6%	6%	i	·	-4%
Cn1c(CCC(=O)Nc2ccc(N3CCOCC3)cc2)nc(=O)c2ccccc21	-6%	0%	10%	4%	-3%
O=C(COC(=O)CNC(=O)c1cccs1)Nc1ccccc1C(F)(F)F	-2%	-2%	0.1%	-2%	0%
CNCc1sccc1C	-10%	4%	0.1%	2%	-11%
Cc1cc(C)n(CC2CC(=O)N(c3ccc(F)c(Cl)c3)C2=O)n1 (stereo not given)	-13%	15%	i	-8%	-7%
O=C(COc1ccc2ccccc2c1)NC1CC1	37%	5%	1.1%	6%	-1%
CCOc1ccc2cc(/C=C/C(=O)c3ccco3)c(Cl)nc2c1	64%	-2%	12%	-15%	-5%
C[C@@H]1CN([C@H](C)CO)C(=O)c2cc(NC(=O)C3CCCCC3)ccc2O[C@@H]1CN(C)Cc1ccc(C(F)(F)F)cc1	·	-54%	i	·	3%
CN1CCc2c(sc3nc(NCCO)n(-c4cccc(Cl)c4)c(=O)c23)C1	-20%	-10%	2.0%	-5%	0%
Cc1ccc(NC(=O)CCNS(=O)(=O)c2cccs2)cc1F	0%	5%	0.8%	7%	0%
COc1ccc(C(=O)CCN2CCCCCC2)cc1	2µM*	-4%	i	4%	?
CCOC(=O)N1CCN(CC(=O)N2c3ccccc3CCc3ccccc32)CC1	-8%	8%	1.4%	-21%	7%
Cc1cccc(C)c1Nc1nnc(SCC(=O)Nc2ncc(C(F)(F)F)cc2Cl)s1	?	8%	1.6%	-2%	0%
CCCn1nnc(NC(=S)NC(=O)c2cccs2)n1	74%	8%	0.2%	18%	47%
N#Cc1cc(-c2ccccc2)oc1NC(=O)c1ccco1	-6%	2%	5.9%	-6%	-15%
Cn1ccc(=NC=C(C#N)C#N)c2ccccc21	-4%	-4%	0.0%	-4%	1%	VEEV TC-83 Vero 10K pilot screen=0.0
CC(=O)N=C1SC2CS(=O)(=O)CC2N1c1ccc(-c2nc3ccc(C)cc3s2)cc1 (stereo not given)	11%	·	·	-12%	0%
CCCCCCCCCCCC(=O)NC1CCS(=O)(=O)C1 (stereo not given)	4%	-7%	2.5%	12%	-2%
O=c1cc(-c2cccc(F)c2)[nH]c2ccccc12	-7%	0%	0.5%	-1%	-1%	VEEV TC-83 Vero 10K pilot screen=8.4
CCN(CC(=O)NCc1cccs1)C(=O)Cc1ccc(Cl)c(Cl)c1	-5%	4%	0.2%	·	-15%
COc1ccc(C(C)=O)cc1COC(=O)C(CO)NS(=O)(=O)c1ccc(Br)cc1 (stereo not given)	27%	-1%	i	-4%	3%
O=C(CN1CCOCC1)Nc1ccc2c(c1)OC(F)(F)O2	8%	-2%	0.1%	5%	0%
O=C(c1ccco1)N1CCN(C(c2ccccc2Cl)c2nnnn2Cc2ccco2)CC1 (stereo not given)	13%	3%	i	-18%	-13%
CCN1C(=O)CC(c2cccnc2)=Nc2ccccc21	-14%	-18%	0.9%	-18%	3%
CCOC(=O)NC(=O)/C(N=Nc1cc(C)cc(C)c1)=C(\C)O	2%	-4%	i	5%	-9%
CC1=C(C(=O)NC(C)c2ccc3c(c2)OCCO3)C2(CCC(C)CC2)OC1=O (stereo not given)	25%	-4%	0.8%	-7%	-8%
S=C(Nc1ccccc1Cl)Nc1ccc(Cl)cc1Cl	76%	-6%	1.4%	-20%	-3%
Cc1ccc(N(CC(=O)NC2CCCCC2)S(=O)(=O)c2c(C)nn(C)c2C)cc1	9%	-4%	i	9%	11%
CN(C)S(=O)(=O)c1ccc(NC(=O)C2CC3C=CC2C3)cc1 (stereo not given)	-2%	-3%	0.4%	-2%	-1%
Cc1cc(C)cc(N(CC(=O)NCc2ccc(F)cc2)C(=O)c2snc(C(N)=O)c2N)c1	0%	6%	1.1%	3%	7%
Cc1noc(C)c1COc1cccc(C(=O)Nc2ccccc2N2CCOCC2)c1	22%	16%	6.4%	-8%	10%
O=C1C2C3CCCC3=C3CCCC3C2C(=O)N1c1ccccc1 (stereo not given)	12%	-1%	1.8%	6%	-10%
Cc1ccnc(N2CCN(c3cc(C)c(C#N)c4nc5ccccc5n34)CC2)c1	6%	1%	3.1%	-6%	-1%
COc1cccc(NC(=O)CN(c2cccc(C(F)(F)F)c2)S(C)(=O)=O)c1	2%	5%	0.3%	-1%	4%
CCCCCCc1cc2cc(C(=O)Nc3ccccc3)c(=O)oc2cc1O	-16%	-9%	i	-2%	-5%
Nc1ccc(C(=O)N2CCN(S(=O)(=O)c3ccc(Br)cc3)CC2)cc1[N+](=O)[O-]	6%	0%	9.6%	4%	1%
CSc1ccccc1NC(=O)c1ccccc1C	6%	-2%	0.1%	5%	30%
CCCCn1c(N)c(N(CC)C(=O)CSc2nnnn2-c2cc(C)ccc2C)c(=O)[nH]c1=O	20%	-8%	6.3%	-3%	6%
COc1ccccc1NC(=O)c1cc(C(=O)O)ccc1C(=O)O	-12%	7%	5.1%	-1%	-1%
Cc1csc(SCC(=O)Nc2ncc(Cl)c(C)c2Cl)n1	79%	1%	2.6%	1%	-6%
O=C(c1ccc(N2CCCCC2)c([N+](=O)[O-])c1)N1CCN(S(=O)(=O)c2ccccc2)CC1	28%	9%	9.2%	1%	1%

16 successive compounds from above, for reference:
SMILES	tuberculosis growth	H1N1 NS1A inhibition	VEEV TC-83 Vero	PhoP GFP inhibition	M. tuberculosis HTS	others
O=C(c1ccco1)N1CCN(C(c2ccccc2Cl)c2nnnn2Cc2ccco2)CC1 (stereo not given)	13%	3%	i	-18%	-13%
CCN1C(=O)CC(c2cccnc2)=Nc2ccccc21	-14%	-18%	0.9%	-18%	3%
CCOC(=O)NC(=O)/C(N=Nc1cc(C)cc(C)c1)=C(\C)O	2%	-4%	i	5%	-9%
CC1=C(C(=O)NC(C)c2ccc3c(c2)OCCO3)C2(CCC(C)CC2)OC1=O (stereo not given)	25%	-4%	0.8%	-7%	-8%
S=C(Nc1ccccc1Cl)Nc1ccc(Cl)cc1Cl	76%	-6%	1.4%	-20%	-3%
Cc1ccc(N(CC(=O)NC2CCCCC2)S(=O)(=O)c2c(C)nn(C)c2C)cc1	9%	-4%	i	9%	11%
CN(C)S(=O)(=O)c1ccc(NC(=O)C2CC3C=CC2C3)cc1 (stereo not given)	-2%	-3%	0.4%	-2%	-1%
Cc1cc(C)cc(N(CC(=O)NCc2ccc(F)cc2)C(=O)c2snc(C(N)=O)c2N)c1	0%	6%	1.1%	3%	7%
Cc1noc(C)c1COc1cccc(C(=O)Nc2ccccc2N2CCOCC2)c1	22%	16%	6.4%	-8%	10%
O=C1C2C3CCCC3=C3CCCC3C2C(=O)N1c1ccccc1 (stereo not given)	12%	-1%	1.8%	6%	-10%
Cc1ccnc(N2CCN(c3cc(C)c(C#N)c4nc5ccccc5n34)CC2)c1	6%	1%	3.1%	-6%	-1%
COc1cccc(NC(=O)CN(c2cccc(C(F)(F)F)c2)S(C)(=O)=O)c1	2%	5%	0.3%	-1%	4%
CCCCCCc1cc2cc(C(=O)Nc3ccccc3)c(=O)oc2cc1O	-16%	-9%	i	-2%	-5%
Nc1ccc(C(=O)N2CCN(S(=O)(=O)c3ccc(Br)cc3)CC2)cc1[N+](=O)[O-]	6%	0%	9.6%	4%	1%
CSc1ccccc1NC(=O)c1ccccc1C	6%	-2%	0.1%	5%	30%
CCCCn1c(N)c(N(CC)C(=O)CSc2nnnn2-c2cc(C)ccc2C)c(=O)[nH]c1=O	20%	-8%	6.3%	-3%	6%
